HTRA1 inh = blocks human HTRA1 serine peptidase; AID 504803; 0.5% of 340,000 active; recombinant HTRA1, FP-rhodamine activity-based probe, fluorescence polarization; Q92743; inhibition, % at 5.96 µM; in the data active = inhibition above about 36%;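 also: 0% = enzyme with DMSO and 100% = wells lacking enzyme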
SMARCA2 act = activators of SMARCA2 function. AID 652017. MG213 cells, MMTV-luciferase reporter, dexamethasone, overnight. 1% of 370,000 active. activation, % at 9.1 µM; in the data active = activation above about 7.8%;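 also: 0% = vehicle wells and 100% = reference activator wells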
rCAG binder = binds r(CAG) RNA repeats; r(CAG) RNA repeat, TO-PRO-1 dye displacement fluorescence; inhibition, % at 3 µM; 1.3% of 370,000 active; AID 651821;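 active = inhibition above the plate cutoff, the mean of all test compounds on that plate plus 3 SD, cut at about 35% in these data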;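 also: 0% = DMSO alone and 100% = 100 µM mitoxantrone as full dye displacement; higher means more dye released from RNA so lower well fluorescence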
ARFGAP1 inh = rat ARFGAP1 inhibition; Q62848; Arfgap1-stimulated ARF1 GTP hydrolysis, GDP FP detection; inhibition, % at 16.5 µM; 0.26% of 360,000 active;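 active = inhibition above a per-plate limit, mean inhibition of low control wells plus 3 SD, cut at about 25% in these data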;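 also: 0% = DMSO wells with enzyme and 100% = wells lacking Arfgap1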
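System: truncated rat Arfgap1 GAP domain / Medium: HEPES-based buffer, pH 7.5 / Also added: N-terminally truncated human ARF1-GTP substrate / Incubation: enzyme reaction 120 min at 25 °C after 20 min preincubation / Measured by: FP of antibody-bound GDP Alexa 633 tracer, ex 620/em 688 nm / Replicates: singlicate, each compound tested once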
GC-B act = GC-B (human) receptor activation | P20594 | HEK293-GC-B cells, CNP EC30, cGMP TR-FRET; 0% at EC30 CNP, 100% saturating CNP | activation, % at 10 µM | 0.11% of 370,000 active | AID 1920062;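 active = activation at 10 µM reaching about 35% in either raw or pattern-adjusted values, limit read from the data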
Target sequence (P20594 whole entry, looked up): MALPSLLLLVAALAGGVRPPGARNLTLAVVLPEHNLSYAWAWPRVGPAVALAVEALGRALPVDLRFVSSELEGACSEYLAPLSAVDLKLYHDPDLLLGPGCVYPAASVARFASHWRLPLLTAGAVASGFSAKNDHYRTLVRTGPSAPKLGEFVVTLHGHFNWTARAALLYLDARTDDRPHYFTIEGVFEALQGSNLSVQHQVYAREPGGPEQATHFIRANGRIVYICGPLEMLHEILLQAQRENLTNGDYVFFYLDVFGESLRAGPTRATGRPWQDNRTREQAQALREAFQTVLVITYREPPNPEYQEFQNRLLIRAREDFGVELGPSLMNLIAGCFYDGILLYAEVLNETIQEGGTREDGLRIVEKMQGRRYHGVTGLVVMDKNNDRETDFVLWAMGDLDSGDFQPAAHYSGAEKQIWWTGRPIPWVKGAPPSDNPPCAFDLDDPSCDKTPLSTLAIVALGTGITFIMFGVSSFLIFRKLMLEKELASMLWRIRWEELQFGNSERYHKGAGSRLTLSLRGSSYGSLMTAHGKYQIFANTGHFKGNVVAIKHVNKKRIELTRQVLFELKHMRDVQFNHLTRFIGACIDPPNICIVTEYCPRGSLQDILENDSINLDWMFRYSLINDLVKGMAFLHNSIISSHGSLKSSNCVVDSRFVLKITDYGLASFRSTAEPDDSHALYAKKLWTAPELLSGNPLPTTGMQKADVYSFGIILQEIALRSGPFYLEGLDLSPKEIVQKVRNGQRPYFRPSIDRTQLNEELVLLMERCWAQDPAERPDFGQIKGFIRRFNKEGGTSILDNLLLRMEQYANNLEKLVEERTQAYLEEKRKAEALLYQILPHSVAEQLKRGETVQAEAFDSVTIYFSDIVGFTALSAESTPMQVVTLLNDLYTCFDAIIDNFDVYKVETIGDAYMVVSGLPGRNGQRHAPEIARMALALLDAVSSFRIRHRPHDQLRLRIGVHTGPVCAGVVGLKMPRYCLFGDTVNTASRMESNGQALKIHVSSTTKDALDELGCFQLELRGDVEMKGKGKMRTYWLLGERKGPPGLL
GC-A act = GC-A (human) enzyme activation | P16066 | HEK293 GC-A cells, cGMP TR-FRET, EC30 ANP; 0% at EC30 ANP, 100% saturating ANP | activation, % at 10 µM | 0.14% of 370,000 active | AID 1671463; in the data active = activation above about 40%
ABHD4 inh = inhibitors of mouse ABHD4. Q8VD66. purified mABHD4, FP-Rh probe fluorescence polarization. inhibition, % at 8.92 µM. 0.54% of 370,000 active. AID 720543;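 active = inhibition exceeding the mean over every tested compound plus 3 SD, cut at about 30% in these data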;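 also: 0% = plate median of compound wells and 100% = S159A mutant with DMSO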
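assay system = mABHD4 protein | compound dosing = single nominal dose of 8.92 µM, 0.89% DMSO final | read-out basis = percent inhibition of probe binding, normalized to plate controls | schedule = Enzyme–compound pre-incubation 45 min, then probe 60 min, both 25 °C | detection = fluorescence polarization, excitation 525 nm, emission 598 nm, BODIPY TMR filters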
NR1D1 modulator = modulators of human Rev-erb alpha DNA binding; activity, % at 10 µM; Rev-erbα–FITC-DNA binding, fluorescence polarization, 90 min; AID 1259318; 0.79% of 370,000 active;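 active = activity above about 14%, limit read from the data; passing the limit was not always enough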;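 also: 0% = DMSO wells with 35 nM protein and 100% = DMSO wells with 750 nM protein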
PG9 binder = PG9 antibody binding by small molecule | TR-FRET gp120-PG9 antibody binding | inhibition, % at 6.7 µM | 0.43% of 360,000 active; in the data active = inhibition above about 8.5%
ASAP1 inh = ASAP1 ArfGAP inhibition; inhibition, % at 16.5 µM; 0.19% of 360,000 active; ASAP1-stimulated ARF1 GTP hydrolysis, GDP FP detection; Q9ULH1; in the data active = inhibition above about 25%;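 also: 0% = vehicle with enzyme and substrate and 100% = no enzyme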
Numbers without * were called inactive; / = not tested or not shown.

Preview, 2 compounds:
SMILES	HTRA1 inh	SMARCA2 act	rCAG binder	ARFGAP1 inh	GC-B act	GC-A act	ABHD4 inh	NR1D1 modulator	PG9 binder	ASAP1 inh
COc1ccc(C(=O)C2CN(c3ccccc3)CC2c2ccc(Cl)cc2)cc1 (configuration not stated)	5	1	5	3	-4	-1	1	7	-1.1	7
FC(F)(F)c1cccc(Cn2c3[n+](c4ccc(C(F)(F)F)cc42)CCCCC3)c1	-12	1	-7	3	-9	-10	6	2	1.7	6

The listing, from the start:
SMILES	HTRA1 inh	SMARCA2 act	rCAG binder	ARFGAP1 inh	GC-B act	GC-A act	ABHD4 inh	NR1D1 modulator	PG9 binder	ASAP1 inh
COc1ccc(C(=O)C2CN(c3ccccc3)CC2c2ccc(Cl)cc2)cc1 (configuration not stated)	5	1	5	3	-4	-1	1	7	-1.1	7
FC(F)(F)c1cccc(Cn2c3[n+](c4ccc(C(F)(F)F)cc42)CCCCC3)c1	-12	1	-7	3	-9	-10	6	2	1.7	6
O=C(/C=C/[C@H]1O[C@@H](n2ccc(=O)[nH]c2=O)[C@H](O)[C@@H]1O)NC1CCN(Cc2ccccc2)C1 (some centres not stated)	/	-1	2	10	7	5	2	-4	-0.7	8
COC(=O)C[C@H]1C=C[C@@H](NC(=O)c2ccncc2)[C@@H](CO)O1	/	-2	4	-4	0	3	-10	-8	-0.1	-13
CC1CN(C(=O)CCNC(=O)c2ccc(Br)cc2)CC(C)O1 (configuration not stated)	-3	-2	-4	-1	0	3	5	-6	-0.4	10
NS(=O)(=O)c1cc(C(=O)Nc2ccc3c(c2)CCC3)ccc1Cl	-5	3	3	2	1	-6	-6	11	-1.2	-6
CCOC(=O)c1ccc(CNS(=O)(=O)c2c(C)ccc3nsnc23)o1	-3	0	1	-7	5	-2	-2	0	-0.1	2
CC(C)C[C@H](NC(=O)C1CC(=O)N(c2ccc3c(c2)OCO3)C1)C(=O)NCc1ccco1 (some centres not stated)	-9	1	6	7	-1	3	2	-16	-1.4	1
CC(C)C[C@H](NC(=O)c1nc[nH]c1C(=O)N[C@@H](CCCCNC(=O)OC(C)(C)C)C(=O)OC(C)(C)C)C(=O)OC(C)(C)C	-17	-2	11	-7	11	2	-12	-2	-1.0	9
CC(=O)N1CCN(c2ccc(NCc3cccs3)cc2)CC1	25	-1	9	-2	-3	-6	18	-1	-8.7	6
CC(=O)N1c2ccc(S(=O)(=O)N3CCC(C(=O)NCCc4ccc(Cl)cc4)CC3)cc2CC1C (configuration not stated)	-3	-1	0	-1	-5	1	1	-3	-2.1	2
Cc1nc(/C(N)=N/OC(=O)c2cccc(Cl)c2)c(C(F)(F)F)o1	-1	-1	-3	6	3	3	4	-3	2.5	11
COc1cc(/C=C2\SC(=O)NC2=O)ccc1Oc1cnccn1	0	3	10	6	-4	1	-1	5	-1.3	-5
CCN(CC)C(=O)c1c(-c2ccccc2)oc2ccc(OC)cc12	-4	1	-1	1	-3	-9	6	2	-1.0	-1
CCOC(=O)N1CCN(C(=O)c2ccc3c(=O)n(Cc4ccccc4OC)c(=S)[nH]c3c2)CC1	-3	-1	2	2	2	8	-1	4	-0.3	7
COCCn1c(C)cc(C(=O)CN2C(=O)NC3(CCCCCC3)C2=O)c1C	5	2	-1	2	-1	0	1	-1	-0.7	-4
Cc1cc(S(=O)(=O)N2CCN(CC(=O)NCCc3cccs3)CC2)ccc1Br	-3	2	-2	-5	-10	-14	1	3	1.7	7
Cn1c(COc2ccc([N+](=O)[O-])cc2)nnc1SCC(=O)NCC1CCCO1 (configuration not stated)	7	-4	-1	-7	0	4	3	-1	-0.5	8
C=CCn1c(-c2cc(OC)c(OC)c(OC)c2)n[nH]c1=S	1	/	/	/	-5	-2	/	0	/	/
Cc1cc(C)n(CCNC(=O)[C@@H](Cc2ccccc2)NC(=O)[C@H]2O[C@@H](n3ccc(=O)[nH]c3=O)[C@H](O)[C@@H]2O)n1	/	-1	0	7	0	0	2	0	0.4	-5
CC(C)(C)C(=O)NCC12C=CC(O1)C1C(=O)N(c3ccccc3)C(=O)C12 (configuration not stated)	8	-1	2	-7	/	/	13	/	-0.3	-15
O=C(Nc1ccc2c(c1)OCO2)C1CCN(S(=O)(=O)Cc2ccccc2)CC1	-1	-3	1	15	2	4	5	-1	0.8	5
COc1cc(S(=O)(=O)NCc2ccc3c(c2)OCO3)ccc1F	4	-2	-3	-3	1	-6	2	-2	-2.6	7
c1cnc2c(Oc3ncnc4sccc34)cccc2c1	5	3	-1	-7	2	-3	-2	-5	-0.3	-3

Entries of single compounds from above. Screens in order: HTRA1 inh, SMARCA2 act, rCAG binder, ARFGAP1 inh, GC-B act, GC-A act, ABHD4 inh, NR1D1 modulator, PG9 binder, ASAP1 inh
CCN(CC)C(=O)c1c(-c2ccccc2)oc2ccc(OC)cc12 is listed as -4, 1, -1, 1, -3, -9, 6, 2, -1.0, -1
COc1cc(S(=O)(=O)NCc2ccc3c(c2)OCO3)ccc1F is listed as 4, -2, -3, -3, 1, -6, 2, -2, -2.6, 7
Cn1c(COc2ccc([N+](=O)[O-])cc2)nnc1SCC(=O)NCC1CCCO1 (configuration not stated) is listed as 7, -4, -1, -7, 0, 4, 3, -1, -0.5, 8

The list goes on.
SMILES	HTRA1 inh	SMARCA2 act	rCAG binder	ARFGAP1 inh	GC-B act	GC-A act	ABHD4 inh	NR1D1 modulator	PG9 binder	ASAP1 inh
Cc1cc(NC(=O)CCC2CCCCC2)no1	-5	2	-4	-1	-1	-4	1	2	-2.2	13
NC(=O)c1cc([N+](=O)[O-])ccc1NCCc1ccccc1	-1	7	-1	16	3	0	-1	-2	-1.3	0
Nc1ccn(C2CCCO2)c(=O)n1 (configuration not stated)	0	-4	3	3	5	1	5	8	-0.4	-6
O=C(OCC(=O)N1CCN(c2ccccc2)CC1)c1cccc(Cl)c1	-7	-1	-6	2	-3	1	-5	1	-1.9	16
CCCS(=O)(=O)N1CCCC(C(=O)N2CCN(c3ccccn3)CC2)C1 (configuration not stated)	0	-2	-2	5	-3	1	-12	3	0.8	-20
CC(=O)Nc1cc(C(=O)N2CCc3ccccc3C2)ccc1Sc1ccc(F)cc1	-13	-1	-7	-17	-1	-2	-2	-2	-1.0	-14
O=C(NNC(=O)C12CC3CC(CC(O)(C3)C1)C2)c1csc(N2CCOCC2)n1	0	1	0	-9	8	0	2	-10	1.2	-1
CCC1CCCCN1C(=O)COc1c(Br)cc(Br)c2cccnc12 (configuration not stated)	-3	-5	-4	6	0	-8	3	-4	4.9	-8
COC(=O)c1ccc(-n2c(C)cc(C(=O)CSc3ccc(NC(C)=O)cc3)c2C)cc1	-16	-3	0	-3	5	-1	8	1	-3.2	12
COc1cccc(NC(=O)C2Cc3ccccc3CN2C(=O)c2ccco2)c1 (configuration not stated)	-15	6	8	8	-2	-5	-4	-5	1.3	-4
CC1CCc2nc(NC(=O)c3ccc(N4C(=O)CCC4=O)cc3)sc2C1 (configuration not stated)	-6	-2	8	10	1	3	-7	6	-1.1	-6
COc1ccc(COC(=O)c2c(C)nn(-c3ccccc3)c2Cl)cc1	-2	-2	-3	-2	-6	3	0	4	-0.8	-2
CN(C(=O)c1ccc2c(c1)CCN2S(C)(=O)=O)c1ccccc1	1	-1	0	-9	2	4	3	-1	-0.3	12
O=CNn1cnc2c(oc3nc(-c4ccccc4)cc(-c4ccco4)c32)c1=O	2	-2	14	4	-7	11	-5	-10	1.1	6
Cc1ccc(CNC(=O)CN2NS(=O)(=O)c3ccccc3C2=O)cc1	-4	-5	3	-8	-6	0	-5	3	1.4	-2
Cc1ccc(-c2cn(S(=O)(=O)c3cccc([N+](=O)[O-])c3)nc2N)cc1	-8	-5	8	8	-15	-10	-3	8	-2.2	13
COc1ccc(S(=O)(=O)/C(C#N)=C/Nc2cccc(F)c2)cc1	-9	1	2	-3	9	-4	-7	-1	-0.6	-9
[O-]/[N+](=C\c1ccc(F)cc1)c1ccccc1	1	3	1	-7	8	5	-4	2	-1.3	-3
CCCC(=O)n1nc(-c2cccnc2)nc1NCc1cccs1	-12	7	-7	-4	3	-4	-3	1	0.5	-4
O=C(Nc1ccc(Cl)cc1)Nc1ccc2c(c1)OCO2	-2	9.0*	2	4	5	5	4	0	-2.6	10
CCOc1ccc(CCNC(=O)CCS(=O)(=O)c2ccc(Br)cc2)cc1OCC	4	1	-6	7	-3	-5	-4	-3	-1.8	0
CC1(C)NC(=O)N(CCOc2ccc([N+](=O)[O-])cc2)C1=O	-4	1	0	-7	1	1	3	3	0.9	7
Cc1ccsc1/C=N/n1c(COc2ccccc2)n[nH]c1=S	-10	-2	8	-14	-3	1	0	-2	0.9	-4
C/C(=C\C(=O)c1cccnc1)Nc1ccc(C)c(C)c1	-2	-1	-6	5	-3	7	7	-4	-0.6	15
CCC(=O)c1ccc(N2CCN(C(=O)COc3ccccc3F)CC2)c(F)c1	0	-3	-4	-11	-1	-2	-1	-8	-1.0	0
CC(=O)c1c(C)[nH]c(C(=O)Nc2nc(-c3ccc(Cl)cc3)cs2)c1C	-4	0	4	-7	-1	10	-1	1	-1.5	-1
Cc1ccc(CNCC2CCCO2)s1 (configuration not stated)	3	5	0	-1	-4	0	7	-3	0.7	5
CN(C)CCN1C(=O)C(=O)/C(=C(/O)c2ccc(S(=O)(=O)N3CCOCC3)cc2)C1c1ccc(F)cc1 (configuration not stated)	1	-1	1	16	2	7	4	-1	-0.9	9
COc1ccc(-c2oc3c(c2C(=O)OCCO)C(OCCO)CCC3)cc1 (configuration not stated)	/	-1	0	8	-1	3	2	-1	1.5	-15
CN(C)S(=O)(=O)c1ccc2[nH]cc(/C=C/c3nc4ccccc4c(=O)n3-c3ccccc3)c2c1	-5	2	12	11	23	11	-1	0	0.5	-4

Part of the list above, limited to ABHD4 inh, PG9 binder and GC-B act:
| canonical_smiles | ABHD4 inh | PG9 binder | GC-B act |
| --- | --- | --- | --- |
| COc1ccc(-c2oc3c(c2C(=O)OCCO)C(OCCO)CCC3)cc1 (configuration not stated) | 2 | 1.5 | -1 |
| Cc1ccc(CNCC2CCCO2)s1 (configuration not stated) | 7 | 0.7 | -4 |
| CC(=O)c1c(C)[nH]c(C(=O)Nc2nc(-c3ccc(Cl)cc3)cs2)c1C | -1 | -1.5 | -1 |
| CCC(=O)c1ccc(N2CCN(C(=O)COc3ccccc3F)CC2)c(F)c1 | -1 | -1.0 | -1 |

Screening data deposited in PubChem BioAssay by several laboratories.

Not a hit list; 4.4% or so of the library scored in one or more.
